High-throughput results deposited in PubChem BioAssay by The Scripps Research Institute Molecular Screening Center.
CHRM4 PAM = CHRM4 positive allosteric modulation. AID 624126. P08173. actives 0.4% (n = 360,000). CHO-K1 hM4/Gqi5, Fluo-8 calcium fluorescence, ACh EC20; 0% = ACh EC20, 100% = maximal ACh. activation, % at 3 µM;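 active = activation above its plate's cutoff, the mean activation of sample wells plus 3 SD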; also: some results filed as inactive read as strong as hits
Target sequence (P08173 whole entry, looked up): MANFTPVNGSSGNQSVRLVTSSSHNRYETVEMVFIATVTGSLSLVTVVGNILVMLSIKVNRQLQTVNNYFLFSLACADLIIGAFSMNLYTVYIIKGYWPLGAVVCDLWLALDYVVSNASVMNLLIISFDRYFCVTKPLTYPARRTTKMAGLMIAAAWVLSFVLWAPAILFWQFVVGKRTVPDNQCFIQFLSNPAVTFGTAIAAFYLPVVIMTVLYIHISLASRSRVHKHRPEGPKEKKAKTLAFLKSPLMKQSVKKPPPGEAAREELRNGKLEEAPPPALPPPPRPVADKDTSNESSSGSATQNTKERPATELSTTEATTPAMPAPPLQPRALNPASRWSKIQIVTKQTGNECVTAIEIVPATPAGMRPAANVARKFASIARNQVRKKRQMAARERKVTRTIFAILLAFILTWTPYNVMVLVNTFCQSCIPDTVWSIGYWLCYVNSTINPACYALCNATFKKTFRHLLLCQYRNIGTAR
M5 antag = CHRM5 antagonism in calcium assay. P08912. actives 0.59% (n = 360,000). AID 624040. inhibition, % at 3 µM. CHO-hM5 cells, Fluo-8 calcium fluorescence, ACh EC80;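 active = inhibition above a per-plate cutoff, the mean of that plate's test compounds plus 3 SD, cut at about 27% in these data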;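 also: 0% = acetylcholine EC80 with DMSO and 100% = DMSO without agonist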
Target sequence (P08912 whole entry, looked up): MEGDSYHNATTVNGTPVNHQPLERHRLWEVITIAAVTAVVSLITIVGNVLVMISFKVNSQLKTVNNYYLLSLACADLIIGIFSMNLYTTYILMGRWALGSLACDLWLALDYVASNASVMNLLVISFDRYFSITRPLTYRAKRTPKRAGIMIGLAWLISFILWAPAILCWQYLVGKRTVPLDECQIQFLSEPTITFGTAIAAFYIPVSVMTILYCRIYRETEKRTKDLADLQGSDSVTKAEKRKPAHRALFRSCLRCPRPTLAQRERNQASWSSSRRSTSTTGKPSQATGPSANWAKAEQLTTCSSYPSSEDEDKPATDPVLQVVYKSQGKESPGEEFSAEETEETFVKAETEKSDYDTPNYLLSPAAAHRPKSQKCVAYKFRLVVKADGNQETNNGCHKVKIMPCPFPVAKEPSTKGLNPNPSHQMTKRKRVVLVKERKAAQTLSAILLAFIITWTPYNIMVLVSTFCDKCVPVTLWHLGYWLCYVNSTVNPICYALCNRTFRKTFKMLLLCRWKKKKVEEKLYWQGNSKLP
M1 ag parental = nonselective activator or artifact in parental CHO-K1 cells; activation, % at 3 µM; Fluo-8 calcium fluorescence; scaled to maximal ATP response, vehicle zero; actives 0.48% (n = 360,000); in the data active = activation above about 15%;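 also: untransfected CHO-K1 host cells lacking M1 receptor as counterscreen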
CHO-K1 Ca PAM = counter-screen for M1 PAMs: effect in parental CHO-K1 cells; actives 0.02% (n = 360,000); activation, % at 3 µM; AID 602247; ATP EC20, Fluo-8 calcium fluorescence; 0% at ATP EC20, 100% at ATP max;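 active = activation above the run cutoff, the mean activation of all test compounds plus 3 SD, cut at about 40% in these data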;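 also: peak over basal fluorescence ratio in a 140 s read after ATP addition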
M5 ag = agonists of human muscarinic M5 receptor (CHRM5); P08912; activation, % at 3 µM; actives 0.19% (n = 360,000); CHO-K1 hM5 cells, Fluo-8 calcium fluorescence; 0% DMSO wells, 100% maximal acetylcholine response;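 active = activation above the run's mean over test compounds plus 3 SD, cut at about 23% in these data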;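 also: signal is peak over basal fluorescence ratio across the kinetic read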
M4 antag = CHRM4 antagonism in calcium assay | AID 624125 | P08173 | actives 0.73% (n = 360,000) | inhibition, % at 3 µM | CHO-hM4 cells, ACh EC80, Fluo-8 calcium fluorescence;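 active = inhibition above its plate's cutoff, the mean inhibition of sample wells plus 3 SD, cut at about 27% in these data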;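 also: 0% = acetylcholine EC80 with DMSO and 100% = DMSO without agonist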
CHO-K1 Ca antag = M1 antagonist counterscreen hit in parental CHO-K1 cells; AID 602250; inhibition, % at 3 µM; ATP-induced calcium, Fluo-8 fluorescence; actives 0.6% (n = 360,000);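 active = inhibition above a per-plate cutoff, the plate's mean sample inhibition plus 3 SD, cut at about 24% in these data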;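 also: 0% = DMSO plus EC80 ATP and 100% = DMSO alone without ATP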
M4 ag = CHRM4 agonism in calcium assay; activation, % at 3 µM; CHO-K1 hM4/Gqi5, Fluo-8 calcium fluorescence; vehicle 0%, full acetylcholine response 100%; P08173; actives 0.14% (n = 360,000);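 active = activation above the run mean over all test wells plus 3 SD, cut at about 32% in these data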;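 also: peak over basal fluorescence ratio per well then scaled between controls; 0% = DMSO wells and 100% = acetylcholine at EC100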
CHRM5 PAM = positive allosteric modulators of human muscarinic M5 receptor. P08912. CHO-K1 hM5, Fluo-8 calcium, ACh EC20 PAM; 0% = ACh EC20, 100% = ACh EC100. actives 0.3% (n = 360,000). activation, % at 3 µM;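 active = activation above the run cutoff, the mean activation of all test compounds plus 3 SD, cut at about 18% in these data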
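system = human M5 receptor in CHO-K1 cells | compound = one concentration, 3 µM final (nominal) | schedule = Post-acetylcholine fluorescence recording 140 s | signal = Fluo-8 calcium dye fluorescence, kinetic read | benchmarks = low control EC20 acetylcholine (0%), high control EC100 acetylcholine (100%) | repeats = singlicate, one well per test compound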
* = called active by the depositor. Random draw from the library; about 2.7% have a hit in one of these screens.

SMILES	CHRM4 PAM	M5 antag	M1 ag parental	CHO-K1 Ca PAM	M5 ag	M4 antag	CHO-K1 Ca antag	M4 ag	CHRM5 PAM
COc1ccc(-n2nc([N+](=O)[O-])c(=NCCC3=CCCCC3)n2O)cc1	-5.8	7.5	1.0	4.6	-1.8	-2.9	-11.2	2.8	0.6
O=S(c1ccc2ccccc2c1)c1cnns1 (centres undefined)	14.3	-1.2	0.7	8.6	11.4	-4.1	7.7	3.0	16.1
Cn1c(=N)n(CC(=O)O)c2ccccc21	17.1	-9.4	0.3	0.1	-4.9	-9.3	-13.6	1.2	11.6
O=C(NCCOc1ccccc1)C(c1ccccc1)c1ccccc1	-1.5	-3.6	0.4	14.8	-10.4	-0.3	-8.6	-0.7	-0.7
C/C(=N\NS(=O)(=O)c1ccccc1)c1cccc(NC(=O)c2cccc(Cl)c2)c1	-2.2	-9.1	3.2	26.1	0.8	-4.2	-5.5	4.3	2.4
CC(C)(C)NC(=O)NCc1cccnc1	0.5	13.0	0.8	20.3	-1.7	5.4	-8.5	0.6	-4.8
S=C(Nc1ccc(Oc2ccc(NC(=S)NC3CCCCC3)cc2)cc1)NC1CCCCC1	-3.7	6.3	1.9	9.9	-0.1	-8.7	9.2	5.1	-6.8
CC1(C)Oc2ccc3ccc(=O)oc3c2C[C@H]1O[C@@H]1O[C@H](CO)[C@@H](O)[C@H](O)[C@H]1O	2.9	6.0	0.2	6.4	-0.7	11.1	-7.0	0.1	2.0
O=C(CCN1CCOCC1)NCC1COc2ccccc2O1 (centres undefined)	1.9	-1.9	0.5	22.4	-3.0	-7.3	-6.2	0.9	0.6
Cc1cccc(N2CC(C(=O)Nc3ccc(N4CCOCC4)cc3)CC2=O)c1C (centres undefined)	8.5	1.1	0.5	20.3	-1.1	-10.9	-14.5	0.7	8.4
O=C(NCC(=O)N1CCN(Cc2c(F)cccc2Cl)CC1)c1cccc(Cl)c1	0.7	2.9	0.6	-5.6	0.3	-5.8	-5.6	2.0	1.4
O=C(C[C@H]1C[C@H](C(=O)N2CCOCC2)[C@@]2(CCC3CCCC3)c3[nH]c4ccc(Cl)cc4c3CCN2C1=O)NCc1ccco1	-1.0	8.6	0.4	12.4	0.3	8.0	-7.7	-1.3	-3.4

Some of these compounds in order of their number in M5 ag, descending.
SMILES	CHRM4 PAM	M5 antag	M5 ag	M4 antag	M4 ag	CHRM5 PAM
O=C(NCC(=O)N1CCN(Cc2c(F)cccc2Cl)CC1)c1cccc(Cl)c1	0.7	2.9	0.3	-5.8	2.0	1.4
O=C(CCN1CCOCC1)NCC1COc2ccccc2O1 (centres undefined)	1.9	-1.9	-3.0	-7.3	0.9	0.6
Cn1c(=N)n(CC(=O)O)c2ccccc21	17.1	-9.4	-4.9	-9.3	1.2	11.6
O=C(NCCOc1ccccc1)C(c1ccccc1)c1ccccc1	-1.5	-3.6	-10.4	-0.3	-0.7	-0.7

More records
SMILES	CHRM4 PAM	M5 antag	M1 ag parental	CHO-K1 Ca PAM	M5 ag	M4 antag	CHO-K1 Ca antag	M4 ag	CHRM5 PAM
CC(OC(=O)CCCSc1nc2ccccc2s1)C(=O)NC(N)=O (centres undefined)	-2.1	5.9	0.8	-1.1	-2.1	-5.3	-13.1	1.7	-4.9
O=C(O)c1ccc(-c2noc(-c3cccc(C(F)(F)F)c3)n2)cc1	2.9	11.4	0.2	-15.8	3.9	4.0	7.7	0.2	0.9
CCC(C)(C)C1CCC2(CC1)NC(=O)N(CC(=O)NCCc1ccc(OC)c(OC)c1)C2=O (centres undefined)	-1.6	-12.0	1.5	2.0	5.3	12.5	-15.1	4.1	10.7
O=C(COC(=O)c1ccccc1N1C(=O)C2C3CCC(C3)C2C1=O)c1ccccc1 (centres undefined)	-3.7	4.2	2.0	12.4	-1.2	-1.9	-5.0	4.1	-5.4
Cc1ccc(C)c(C(=O)CCC(=O)O)c1	8.8	11.6	0.7	-10.9	-1.7	-4.2	-11.8	-0.1	-1.5
COCCNC(=O)CN1C(=O)NC2(CCOc3ccccc32)C1=O (centres undefined)	3.8	11.6	0.2	-2.5	-2.3	-24.9	-16.8	1.1	-6.6
CC1CCN(S(=O)(=O)c2ccc(NC(=S)NC(=O)c3ccc(Cl)cc3)cc2)CC1	-3.9	0.7	1.4	-5.8	-0.8	-2.4	-2.6	0.6	0.3
C=CCc1c(C)nc2cc(-c3ccccc3)[nH]n2c1=O	-3.2	9.1	0.9	20.6	-1.6	-10.2	-12.1	0.8	-2.1
CCCCOc1ccc(C2C(=O)N(C3CCCCC3)CC(=O)N2CC2CCCO2)cc1 (centres undefined)	-3.5	2.9	0.7	22.0	-2.2	7.8	-24.1	-0.3	-4.4
CC(=O)Nc1ccc(NC(=O)CSc2nnc(N)n2-c2ccccc2)cc1	1.7	-4.4	0.1	3.7	5.8	-3.2	2.6	0.0	10.1
COC(C(=O)Nc1ccc(F)cc1F)c1ccccc1 (centres undefined)	-3.0	5.3	-0.1	1.6	-2.2	5.3	-2.2	0.4	1.7
CN(C(=O)COC(=O)CSc1ccc(C(N)=O)cc1[N+](=O)[O-])C1CCCCC1	-0.2	-1.2	5.6	8.1	3.9	-7.7	-1.3	10.0	-10.8

Entries from the list above that contain a nitro group on carbon (two):
SMILES	CHRM4 PAM	M5 antag	M1 ag parental	CHO-K1 Ca PAM	M5 ag	M4 antag	CHO-K1 Ca antag	M4 ag	CHRM5 PAM
COc1ccc(-n2nc([N+](=O)[O-])c(=NCCC3=CCCCC3)n2O)cc1	-5.8	7.5	1.0	4.6	-1.8	-2.9	-11.2	2.8	0.6
CN(C(=O)COC(=O)CSc1ccc(C(N)=O)cc1[N+](=O)[O-])C1CCCCC1	-0.2	-1.2	5.6	8.1	3.9	-7.7	-1.3	10.0	-10.8

More structures follow.
SMILES	CHRM4 PAM	M5 antag	M1 ag parental	CHO-K1 Ca PAM	M5 ag	M4 antag	CHO-K1 Ca antag	M4 ag	CHRM5 PAM
COc1ccccc1NC(=O)Cn1cc(C(=O)C(=O)N2CCOCC2)c2ccccc21	10.3	-4.8	1.2	-4.5	-3.6	-9.1	-8.2	1.8	5.0
CCc1nnc(NC(=O)c2cc(-c3ccco3)nc3ccccc23)s1	4.2	-4.7	0.1	9.4	0.8	-7.7	-16.2	1.1	13.9
CC1CCN(C(=O)CCNS(=O)(=O)c2ccc3c(c2)c(=O)n(C)c(=O)n3C)CC1	7.8	-0.4	0.3	-2.3	-3.8	-15.4	-6.5	2.7	1.2
O=c1c2ccccc2ncn1Cc1ccco1	-3.9	-3.5	0.6	1.4	1.5	3.3	-26.6	1.1	-1.4
O=C(COC(=O)c1ccc(Cl)c(S(=O)(=O)N2CCCC2)c1)NC1CCCCC1	-4.2	12.9	1.3	13.1	-2.9	7.7	5.2	1.2	-7.3
CCC(NC(=O)CCc1nnc(-c2cc(C)on2)o1)C12CC3CC(CC(C3)C1)C2 (centres undefined)	-1.1	9.3	0.4	11.5	-4.7	-8.9	-8.1	0.7	-8.0
CCCCC(CC(O)COCC(C)C)C(=O)NN (centres undefined)	7.8	-4.0	1.5	8.1	-2.8	0.3	-23.5	0.4	6.8
COCCCn1c(=N)c(C(=O)NCC2CCCO2)cc2c(=O)n3cccc(C)c3nc21 (centres undefined)	-2.8	3.4	0.2	17.3	-1.2	-0.3	2.6	0.4	-1.4
Cc1cccc(C)c1OCc1cc(C(=O)N2CCC(c3ccncc3)CC2)no1	-6.4	24.6	11.3	6.0	-2.9	14.0	9.9	10.0	-15.7
NS(=O)(=O)c1ccc(N/N=C/c2ccccn2)c([N+](=O)[O-])c1	1.4	4.2	0.7	14.0	-1.0	1.1	-15.6	2.2	11.4
COc1ccc(-c2nnn(CC(=O)N(CCCO)C(C(=O)NC3CCCC3)c3ccc(F)cc3)n2)cc1 (centres undefined)	-2.6	7.8	-0.3	2.0	-2.1	10.3	6.0	0.5	-9.3
COc1cccc2c1OC1(C)CC2N(C(=O)c2ccco2)C(=S)N1c1ccc(F)cc1 (centres undefined)	2.6	2.6	-0.1	20.7	-1.6	9.2	-18.7	0.4	-3.2
COc1cccc(C2NC(=S)NC3=C2CCc2ccccc23)c1 (centres undefined)	4.7	4.4	0.5	1.6	-6.7	3.3	3.0	0.3	-5.4
COc1ccc(-n2nc(N)c3c(=O)oc(N(C)C)nc32)cc1	0.5	-6.8	0.1	15.1	-0.3	2.4	-0.8	-0.5	4.8
Cc1ccc(Sc2ncnc3onc(C)c23)cc1	11.0	6.6	4.7	18.5	-2.7	-13.7	-7.0	-0.4	0.3
Cc1nc(-n2nnc3cc(C)c(C)cc32)c2c3c(sc2n1)CCCC3	0.0	-5.2	0.6	8.5	-0.3	-5.1	1.2	0.2	-0.8
COc1ccc(CNC(=O)CCOc2ccc(C(C)(C)C)cc2)cc1	4.8	-4.2	0.6	10.6	-2.6	-2.2	-2.5	5.1	-1.2
COc1cccc(CNC(=O)CCNS(=O)(=O)c2cccc3nonc23)c1	7.5	6.4	1.2	23.8	-0.8	3.4	-18.1	1.0	-2.4
O=C(COC(=O)/C=C/c1cccs1)Nc1cccc(S(=O)(=O)N2CCOCC2)c1	-15.0	9.3	2.8	-14.0	1.3	12.0	-7.3	2.3	-7.0
COc1cc(OC)cc(-c2c(-c3cccs3)c3cc(-c4ccc(OC)cc4F)ccc3n2C)c1	7.9	1.1	0.2	19.9	2.6	3.1	-9.8	0.9	1.6
N#Cc1cn(N2CCCCC2)c(=O)[nH]c1=O	2.0	-3.4	-0.2	2.4	-5.7	4.7	-15.0	0.8	0.8
COC(=O)c1ccc(CNC(=O)Cn2cnc(C(=O)Nc3ccc(C)c(C)c3)n2)cc1	7.2	2.0	1.1	23.4	0.8	-14.8	-6.1	2.6	-0.4
NC(=S)N=Nc1c(O)[nH]c2c(Cl)cc(Cl)cc12	-1.6	-0.3	-0.6	-11.6	3.1	-11.9	4.8	2.4	2.0
C=CCN1C(=O)C(O)(CC(=O)c2ccc(-n3cccc3)cc2)c2ccccc21 (centres undefined)	-3.9	-9.4	0.7	25.0	1.9	7.8	-8.5	1.6	13.7
Cc1ccsc1/C=N/NC(=O)C1CC(=O)N(c2ccc(F)cc2)C1 (centres undefined)	0.4	3.4	0.8	18.7	0.9	2.1	-11.7	0.4	2.9
COC(=O)C(C)Sc1nnc(Cc2cc(=O)[nH]c(=O)[nH]2)n1-c1ccc(OC)cc1 (centres undefined)	5.7	-2.9	0.8	-9.7	0.9	-9.4	6.0	0.9	-4.8
NC(=O)c1ccsc1NC(=O)COC(=O)COc1ccccc1F	-7.2	8.9	10.4	9.8	9.3	0.3	-7.3	10.8	-8.7
O=C(C1CCCCC1)N1CCC(c2nc3c(nnn3Cc3ccccc3Cl)c(=O)[nH]2)CC1	11.2	7.3	0.9	9.9	1.1	-12.2	-7.0	0.4	1.6
CCn1c(=O)c([N+](=O)[O-])c(N2CCOCC2)c2ccccc21	3.0	-4.2	0.1	0.1	-1.8	4.3	-4.2	0.4	7.2
Cc1c(NC(=O)Nc2ccc3c(c2)OCO3)cccc1[N+](=O)[O-]	3.0	19.7	5.5	1.9	-1.9	-6.2	-11.3	11.8	-9.0
Cc1[nH]n(-c2ccccc2)c(=O)c1/C=N/N(c1ccccc1)c1ccccc1	-6.0	-9.6	0.1	9.5	-3.9	5.2	-4.8	-0.3	-1.2
CCCCN(C)CCn1c(=S)[nH]c2cc(OCC)c(OCC)cc2c1=O	1.8	-2.7	1.5	0.8	-1.6	-6.0	-10.6	2.7	0.4
